GAA glycogen: alters human alpha-glucosidase cleavage of glycogen. P10253. recombinant GAA, glycogen substrate, Amplex Red glucose oxidase fluorescence. Potency, µM (highest dose often 76.4 µM), for inactives: top-dose activity change, negative = inhibition, most hits filed as inhibitors. actives 0.38% (n = 300,000); active = well fitted inhibition curve with a large enough effect; inconclusive = small, poorly fitted or top-dose-only effect, or another doubt; inactive = no such curve, though single readings can be large or run the other way;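 note: 0% = full enzyme reaction and -100% = no-enzyme basal signal; the screen sought inhibitors and activators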
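Recombinant enzyme (4 nM final) with compounds titrated up to 77 uM and bovine liver glycogen (30 ug) in citrate pH 5.0, 0.01% Tween-20, 37 C 40 min. Released glucose detected by Amplex Red/glucose oxidase (Ex 573/Em 610); AC50 from Hill fits.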
* = called active by the depositor; ? = inconclusive; & = joins results of further samples; [ ] = another dose, or the depositor's remark. Potency is the fitted concentration of half-maximal effect. A portion of the library; the hit share may differ from the screen's.

GAA glycogen	mol
1.4%	COc1ccc(CN(C(=O)c2snc(C(N)=O)c2N)C(C(=O)NC2CCCC2)c2ccc(OC)c(OC)c2)cc1 (stereo not drawn)
-1.7%[76.3 µM]	CC(C)c1ccc(CN(Cc2ccco2)c2cnc(S(C)(=O)=O)nc2C(=O)Nc2ccccc2)cc1
0.0%	CC(C)CCOP(=O)(c1ccc(N(C)C)cc1)C(O)c1ccc(Cl)cc1Cl (stereo not drawn)
10.3%[76.3 µM]	CC1=C(c2ccc(Cl)cc2)S(=O)(=O)NC1=NCCCN1CCN(c2cc(C)ccc2C)CC1
2.9%	CCOC(=O)c1cc(-c2ccccc2)nc2nc(N(CC)CC)sc12
-3.0%[76.3 µM]	COc1ccc(Cc2nc3ccc(C(=O)N(C)C(C)c4nccs4)cc3o2)cc1 (stereo not drawn)
-3.3%[76.3 µM]	Cc1ccccc1-n1nc(CO)c(C(=O)NCCc2ccccc2)n1
7.4%[76.3 µM]	COc1cccc(CN2CC(C(=O)NC3CCC(O)CC3)CCC2=O)c1 (stereo not drawn)
-11.2%[76.3 µM]	CN1CCN(c2oc(/C=C/c3ccc(F)cc3)nc2C#N)CC1
1.9%	COc1cc2c(cc1OC)C(CC(=O)O)N(C(=O)CC1CCCC1)CC2 (stereo not drawn)
-11.0%[76.3 µM]	COc1cc(NC(=O)c2ccc(Br)cc2)c(OC)cc1NC(=O)c1ccccc1
5.2%[76.3 µM]	CC(Nc1nc(Nc2ccc(F)cc2)nc(SCC(N)=O)n1)c1ccccc1 (stereo not drawn)
6.5%[76.3 µM]	Cc1ccccc1C(=O)Nc1ccnn1C1CCN(C(=O)c2cnsn2)CC1
-2.9%[76.3 µM]	Cc1cc(OCC(=O)NCCCN2CCCC2=O)c2c(C)c(C)c(=O)oc2c1
5.7%	Cc1cc(NC(=O)Cn2nc(C(=O)O)c3ccccc3c2=O)ccc1Br
2.8%	COc1cccc(CN(C)CC(=O)NCc2ccc(F)cc2)c1OC
-4.2%[76.3 µM]	CCOc1ccccc1CNC(=O)c1ccc(NC(=O)N2CC(C)Sc3ccccc32)cc1 (stereo not drawn)
21.4%[76.3 µM]	Cc1ccc2oc(-c3cc(NC(=O)Cc4ccccc4)ccc3Cl)nc2c1
15.8%[76.3 µM]	Cc1ccc2cccc(NC(=O)C(C)Oc3ccc(C)c(C)c3)c2n1 (stereo not drawn)
-8.0%[76.3 µM]	COc1ccccc1NC(=O)CN1C(=O)COc2ccc(C)cc21
2.9%	O=[N+]([O-])c1ccc(CN2CCN(c3nc4ccccc4s3)CC2)cc1
-1.7%[76.3 µM]	Cc1cn2c(=O)cc(COc3cccc(NC(=O)c4ccc(C(C)(C)C)cc4)c3)nc2s1
-7.5%[76.3 µM]	Cc1ccc(S(=O)(=O)N(Cc2ccccc2)c2ccccn2)cc1[N+](=O)[O-]
-4.8%	C/C(=N/NC(=O)CNC(=O)C1COc2ccccc2O1)c1ccc([N+](=O)[O-])cc1 (stereo not drawn)
-2.0%[76.3 µM]	COc1cccc(NC(=O)c2ccccc2N2C(=O)C3C4C=CC(C4)C3C2=O)c1 (stereo not drawn)
1.0%[76.3 µM]	O=C(O)CCCn1cc(NC(=O)COc2ccc(F)cc2F)cn1
8.91µM*	Cc1ccc(-c2nnc(Nc3ccc(O)cc3)c3ccccc23)cc1S(=O)(=O)NC(C)(C)CO
-10.3%[76.3 µM]	CCOC(=O)c1c(NC(=O)CSc2cn(CCNC(=O)c3ccccc3OC)c3ccccc23)sc2c1CCC2
9.3%[76.3 µM]	COc1cc(OC)c(NS(=O)(=O)c2cc3c(cc2C)NC(=O)CO3)cc1Cl
3.9%[76.3 µM]	O=C(NC(=S)NCc1ccccc1)c1ccccc1Br
-0.9%[76.3 µM]	COc1ccc(CNC(=O)CN(Cc2ccccc2OC)C(=O)c2csnn2)cc1
1.1%[76.3 µM]	Cc1ccc(C(=O)Nc2ccc(S(=O)(=O)N3CCC(c4nc5ccccc5s4)CC3)cc2)cc1
2.5%	Cc1cccc(-c2onc3ccc(C(=O)/C=C/N(C)C)cc23)c1
3.9%[76.3 µM]	CCOc1ccccc1NC(=O)c1cccc(N2C(=O)CCC2=O)c1
0.2%[76.3 µM]	Cc1ccc(-n2nnnc2SCC(=O)Nc2cc(C)on2)c(C)c1
10.8%[76.3 µM]	CCc1cccc(NC(=O)CCS(=O)(=O)c2cc3c(cc2C)NC(=O)CO3)c1
-9.3%[76.3 µM]	Cc1cc(C)cc(OCc2cc(=O)n3cc(C)sc3n2)c1
2.8%	CCOC(=O)c1ccc(NC(=S)NC(=O)c2cncc(Br)c2)cc1
-0.4%	O=C(CN(C(=O)CNC(=O)c1cccs1)c1cccc(F)c1)NC1CCCC1
2.9%	CC1CCN(C(=O)CCN2C(=O)/C(=C/c3cccs3)SC2=S)CC1
12.4%[76.3 µM]	CCOc1ccc(NC(=O)CN2C(=O)C(c3ccc(Cl)cc3)=NC2(C)C)cc1
5.3%[76.3 µM]	CN(CCc1cnn(C)c1)C(=O)C1CCC(=O)N(CC2CCCCC2)C1 (stereo not drawn)
11.7%[76.3 µM]	Cc1ccc(NC(=O)c2c(C)nc3sc(C(=O)Nc4ccc(F)cc4)c(N)c3c2-c2ccccc2Cl)c(C)c1
-0.3%[76.3 µM]	CCOc1ccc2c(c1)c(=O)c(S(=O)(=O)c1ccccc1)cn2CC(=O)Nc1ccccc1OC
3.0%[76.3 µM]	CCc1ccc(OCCOC(=O)Nc2ccccc2)cc1
-1.5%[76.3 µM]	Cc1ccc2c(c1)N(C(=O)Nc1ccc(Br)cc1F)CCO2
5.4%[76.3 µM]	COC(=O)c1sc(NC(=O)c2cc(C)on2)nc1C
3.4%[76.3 µM]	CCN(Cc1ccccc1)C(=O)c1sc2nc3n(c(=O)c2c1C)CCCC3
-9.5%[76.3 µM]	O=C(NCC1CCN(Cc2cccc(Cl)c2)CC1)Nc1cc(Cl)ccc1Cl
-1.3%[76.3 µM]	COc1ccc(-c2cccc(NC(=O)COc3ccc(Cl)cc3)c2)nn1
1.9%	COc1ccc2nc(C)cc(SCC(=O)N/N=C/c3ccco3)c2c1
4.0%[76.3 µM]	CCOc1ccccc1CN1CCNC(=O)C1CC(=O)N(C)Cc1cnccn1 (stereo not drawn)
6.4%[76.3 µM]	Cc1cccc(NC(=O)CSc2nncn2C)c1
-9.3%[76.3 µM]	Cc1ccc(NC(=O)[C@H](Cc2ccccc2)N2Cc3ccccc3C2=O)cc1F
6.6%[76.3 µM]	O=C(c1ccc2c(=O)n3c(nc2c1)CCCCC3)N1CCN(c2ccccc2F)CC1
-4.4%[76.3 µM]	COc1ccc(CNC(=O)c2c[nH]c3ccccc3c2=O)cc1
10.2%[76.3 µM]	Cc1ccc(C(=O)CSc2nnc3ccc4ccccc4n23)cc1
1.8%[76.3 µM]	CC(NC(=O)Cc1ccc(NS(=O)(=O)c2cccc(C(F)(F)F)c2)cc1)c1ccccn1 (stereo not drawn)
2.9%	CCOc1ccc(N2CC(C(=O)N3CC(C)OC(C)C3)CC2=O)cc1 (stereo not drawn)
-5.1%[76.3 µM]	CS(=O)(=O)N(CC(=O)NCCSCc1ccccc1)c1cc(C(F)(F)F)ccc1Cl

A different layout for some results above:
molecule	GAA glycogen
CCc1ccc(OCCOC(=O)Nc2ccccc2)cc1	3.0%[76.3 µM]
CCOc1ccc(NC(=O)CN2C(=O)C(c3ccc(Cl)cc3)=NC2(C)C)cc1	12.4%[76.3 µM]
Cc1ccc(NC(=O)c2c(C)nc3sc(C(=O)Nc4ccc(F)cc4)c(N)c3c2-c2ccccc2Cl)c(C)c1	11.7%[76.3 µM]
O=C(c1ccc2c(=O)n3c(nc2c1)CCCCC3)N1CCN(c2ccccc2F)CC1	6.6%[76.3 µM]
O=C(NCC1CCN(Cc2cccc(Cl)c2)CC1)Nc1cc(Cl)ccc1Cl	-9.5%[76.3 µM]
CCOc1ccc2c(c1)c(=O)c(S(=O)(=O)c1ccccc1)cn2CC(=O)Nc1ccccc1OC	-0.3%[76.3 µM]

More compounds follow.
GAA glycogen	mol
-5.5%[76.3 µM]	O=[N+]([O-])c1cccc(CN2CCCCCC2)c1
-7.9%[76.3 µM]	O=C1C(c2ccc(C(F)(F)F)cc2)=C(Nc2ccc(Cl)cc2)c2ccccc21
-1.6%[76.3 µM]	CCOC(=O)c1c(-c2ccc(C)cc2)csc1NC(=O)c1cc(=O)c2cc(Cl)ccc2o1
-0.8%[76.3 µM]	CCC(C(=O)N1CCN(c2ccccc2)CC1)n1nc(C)c2sc3ccccc3c2c1=O (stereo not drawn)
12.7%[76.3 µM]	CNC(C)C#Cc1ccc2c(=O)c3c(OC)cccc3oc2c1 (stereo not drawn)
-0.2%	O=C(CN(Cc1ccccc1Cl)C(=O)c1csnn1)NC1CCCC1
4.1%[76.3 µM]	O=C(NC1CCCCC1)c1ccc(CSc2nc3ccncc3n2Cc2ccc(F)cc2)cc1
13.5%[76.3 µM]	O=C(Cn1nnc(-c2ccccc2F)n1)N1CCCCC1
-5.4%	O=c1c(-c2ccc(O)cc2)coc2c(C3O[C@H](CO)[C@@H](O)[C@H](O)[C@H]3O)c(O)ccc12 (stereo partly drawn)
-1.3%[76.3 µM]	CCOc1ccc(NC(=O)CN(C)C(=O)c2ccc(C)c(S(=O)(=O)N3CCCCC3)c2)cc1OCC
0.2%[76.3 µM]	CCc1ccc(-c2ccc3nnc(SCC(N)=O)n3n2)cc1
2.8%&-9.9%[76.3 µM]	CCCCSCCCNC(=O)c1cn(C)c2ccc(S(=O)(=O)N3CCCC3)cc2c1=O
-2.9%[76.3 µM]	Cc1nc2c(c(C)nn2-c2ccccc2)c(C)c1CCC(=O)NCCc1ccccc1
1.9%[76.3 µM]	CCCNC(=S)N1CCN(c2nc(-c3cccc(OC)c3)cs2)CC1
1.1%[76.3 µM]	CCc1nnc(NS(=O)(=O)c2ccc(NC(=O)c3cccc(OC)c3)cc2)s1
?	O=c1[nH]c2ccc(NCc3ccc(-c4ccccc4)o3)cc2[nH]1
-1.0%[76.3 µM]	CCOC(=O)N1CCN(C(=O)c2ccc3oc(CCCc4ccccc4)nc3c2)CC1
0.0%[76.3 µM]	CN1C(=O)C(=O)/C(=C(/O)c2ccccc2)C1c1ccccc1 (stereo not drawn)
6.3%[76.3 µM]	CC(=O)c1ccc(NC(=O)CCc2nc(-c3ccc(C)cc3)no2)cc1
-7.2%[76.3 µM]	COC(=O)NCC(c1ccc2c(c1)OCO2)N1CCN(c2ccccc2)CC1 (stereo not drawn)
-4.0%	CCOc1ccc(NC(=O)C2CCCN2C(=O)Oc2ccccc2)cc1 (stereo not drawn)
-6.7%[76.3 µM]	Cc1cccc(OC(=O)c2snnc2C)c1
-5.9%	O=C(c1cc(Br)c[nH]1)N1CCCCC1
-0.3%[76.3 µM]	Cc1cc(C)cc(N(CC(=O)NCc2ccco2)S(=O)(=O)c2ccccc2)c1
-6.7%[76.3 µM]	CCc1ccc(S(=O)(=O)c2nnn3c2nc(Nc2cccc(C)c2C)c2sccc23)cc1
-6.5%[76.3 µM]	O=C(CN1C(=O)c2cccnc2Oc2ccc(Cl)cc21)NC1CCCC1
0.3%[76.3 µM]	NC(=O)c1ccc(-n2nnnc2SCC(=O)NC2CCCCC2)cc1
-11.5%[76.3 µM]	COCCCn1c(=O)c2sccc2n2c(CCCC(=O)Nc3ccc(F)c(F)c3)nnc12
-10.6%[76.3 µM]	Cc1c(Br)c([N+](=O)[O-])nn1C(C)C(=O)N1CCc2ccccc2C1 (stereo not drawn)
-6.4%[76.3 µM]	Cc1cccc(NC(=O)c2ccc3nccnc3c2)c1C
-2.9%	Cc1cccc(Cn2c(-c3ccc[nH]c3=O)nc3ccccc32)c1
0.0%[76.3 µM]	O=C(CN1CCN(c2cccc(C(F)(F)F)c2)CC1)NCc1ccccc1
-2.9%[76.3 µM]	O=C(NCc1ccc(Cl)cc1)C1CCN(C(=O)Cc2ccccc2)CC1
-6.5%	FC(F)(F)c1ccc(Cl)c(-n2c(-c3ccco3)n[nH]c2=S)c1
-13.2%[76.3 µM]	COc1ccc(C2/C(=C(/O)c3ccccc3)C(=O)C(=O)N2CCCN2CCOCC2)cc1 (stereo not drawn)
2.9%	O=C(c1cccc(F)c1)N1CCN(C(=O)c2cc3nc(-c4ccco4)cc(C(F)(F)F)n3n2)CC1
9.1%[76.3 µM]	CCc1ccc(-n2c(=O)c3sc4ccccc4c3n(CC(=O)N(CC)Cc3ccccc3)c2=O)cc1
19.7%[76.3 µM]	Cn1c(=O)n(C)c2cc(N3CCOCC3)c(NC(=O)c3c(F)cccc3F)cc21
-0.3%	CCc1cccc(NC(=O)c2cccc(S(=O)(=O)N3CCN(C)CC3)c2)c1
-12.0%[76.3 µM]	Cc1ccc(CN(C(=O)c2ccc(OCC(C)C)cc2)c2ccccn2)o1

Records listed so far marked active in GAA glycogen:
GAA glycogen	mol
8.91µM*	Cc1ccc(-c2nnc(Nc3ccc(O)cc3)c3ccccc23)cc1S(=O)(=O)NC(C)(C)CO

Continued:
GAA glycogen	mol
2.4%	CCOC(=O)Cn1c(=O)n(Cc2ccc(OC)cc2)c(=O)c2cccnc21
-9.2%[76.3 µM]	CCOc1ccc(CN2CCN(c3ncnc4sc5c(c34)CC(C)CC5)CC2)cc1 (stereo not drawn)
4.8%[76.3 µM]	C=CCn1c(SCC(=O)NC2CCCC2)nnc1-c1cccnc1
-4.4%[76.3 µM]	Cc1[nH][nH]c(=O)c1C(c1ccc(Br)cc1)c1c(C)[nH][nH]c1=O

Screens from PubChem.
